Source: PubChem BioAssay (National Center for Advancing Translational Sciences (NCATS))
SMN2 splice up: SMN2 splice variant enhancement. HEK293 SMN2-luciferase splicing reporter, luminescence, 30-36 h. Potency, µM (doses to about 46.1 µM), inactives show top-dose activity change, positive = activation, actives largely listed as activators. 210,000 tested, 2.8% active; further: % of control where 0% means no effect; nearly all actives have a fitted effect of over 55% in size
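HEK293 cells carry an SMN2 minigene-luciferase reporter in which exon 7 inclusion puts luciferase in frame. Cells were seeded at 2000 cells/well, attached for 10-12 hours, then exposed to compounds for 30-36 hours at 37C before ONE-Glo luminescence.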
GAA inh: alpha-glucosidase (human) inhibition; purified human GAA, 4-MU-alpha-glucoside fluorescence; Potency, µM (highest dose often 76.9 µM), for inactives: at the top dose activity change, negative = inhibition, actives largely listed as inhibitors; 200,000 tested, 0.005% active; AID 1466;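 further: plate controls were uninhibited enzyme wells for no effect and no-enzyme background for full effect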
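Human enzyme at 4 nM with 400 uM 4-methylumbelliferyl-alpha-D-pyranoside, citrate/phosphate buffer pH 5.0, 0.005% Tween-20, 20 min at room temperature. Compounds up to 77 uM. 4-MU fluorescence (Ex 365/Em 440) read after NaOH/glycine stop; AC50 from Hill fit.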
aGlu spleen mod: inhibitors or activators of human alpha-glucosidase in spleen homogenate | 240,000 tested, 0.006% active | Potency, µM (highest dose often 79.9 µM), inactives show at the highest dose activity change, negative = inhibition, actives largely listed as inhibitors | AID 2112 | human spleen homogenate, 4-MU-alpha-glucoside fluorescence;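 further: 0% = enzyme with vehicle and -100% = no enzyme basal signal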
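Human spleen homogenate (1 ug) incubated with compounds and 1 mM 4-methylumbelliferyl-alpha-D-glucopyranoside in pH 5.0 citrate/phosphate buffer, 37 C, 40 min. Stopped at pH 10; 4-MU fluorescence (Ex 365/Em 440 nm); AC50 by Hill fit.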
ALDH1A1 block: ALDH1A1 (human) enzyme inhibition; P00352; Purified ALDH1A1, NADH fluorescence, propionaldehyde substrate; Potency, µM (titrated, usually from 75.3 µM), for inactives: at the highest dose activity, negative = inhibition, actives largely listed as inhibitors; 220,000 tested, 7.3% active; AID 1030; active means well fitted inhibition curve with a large enough effect, not every such curve was filed as active; inconclusive means small, poorly fitted or top-dose-only effect, or another doubt; inactive means no such curve, though single readings can be large or run the other way;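 further: plate controls were no enzyme wells and a reference inhibitor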
JMJD2E inh: JMJD2E (human) inhibition. B2RXH2. JMJD2E catalytic domain, FDH-coupled NADH fluorescence (FDH is formaldehyde dehydrogenase). Potency, µM (top dose mostly 57.1 µM), for inactives: at the highest dose activity change, negative = inhibition, hits mostly inhibitors. 230,000 tested, 1.6% active. AID 2147; active means well fitted inhibition curve with a large enough effect, not every such curve was filed as active; inconclusive means small, poorly fitted or top-dose-only effect, or another doubt; inactive means no such curve, though single readings can be large or run the other way;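 further: 0% = wells with enzyme and -100% = buffer wells without enzyme; nearly all actives have a fitted effect of over 50% in size; many of its hits are not listed in these tables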
Target sequence (B2RXH2 1-337 limits assumed): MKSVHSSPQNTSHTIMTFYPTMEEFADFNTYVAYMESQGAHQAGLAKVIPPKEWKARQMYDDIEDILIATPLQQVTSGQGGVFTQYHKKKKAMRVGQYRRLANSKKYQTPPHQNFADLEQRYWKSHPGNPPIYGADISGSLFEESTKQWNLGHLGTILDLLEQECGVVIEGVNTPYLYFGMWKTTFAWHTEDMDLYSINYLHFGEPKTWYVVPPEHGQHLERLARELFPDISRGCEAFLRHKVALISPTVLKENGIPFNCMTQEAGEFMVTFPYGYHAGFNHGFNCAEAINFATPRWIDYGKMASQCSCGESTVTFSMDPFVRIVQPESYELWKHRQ
GoLoco inh red: RGS12 GoLoco-Gai1 interaction inhibition; P63096; Gai1:RGS12 GoLoco peptide FP, rhodamine, 10 min; Potency, µM (top dose mostly 61.6 µM), for the others: at the top dose activity, negative = inhibition, usual class: inhibitors; 230,000 tested, 0.44% active; active means well fitted inhibition curve with a large enough effect, not every such curve was filed as active; inactive means no such curve, though single readings can be large or run the other way; further: on the % scale 0 is the no-effect control and ±100 the full control effect; nearly all actives have a fitted effect of over 30% in size; many of its hits are not listed in these tables
GLA spleen mod: inhibits or activates alpha-galactosidase in human spleen homogenate; P06280; human spleen homogenate, 4MU-alpha-Gal fluorescence, 40 min; Potency, µM (series often up to 80 µM), for inactives: at the top dose activity change, negative = inhibition, most hits filed as inhibitors; 240,000 tested, 0.008% active;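 further: 0% = enzyme with vehicle and -100% = no enzyme basal signal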
Target sequence (P06280 32-429 limits assumed): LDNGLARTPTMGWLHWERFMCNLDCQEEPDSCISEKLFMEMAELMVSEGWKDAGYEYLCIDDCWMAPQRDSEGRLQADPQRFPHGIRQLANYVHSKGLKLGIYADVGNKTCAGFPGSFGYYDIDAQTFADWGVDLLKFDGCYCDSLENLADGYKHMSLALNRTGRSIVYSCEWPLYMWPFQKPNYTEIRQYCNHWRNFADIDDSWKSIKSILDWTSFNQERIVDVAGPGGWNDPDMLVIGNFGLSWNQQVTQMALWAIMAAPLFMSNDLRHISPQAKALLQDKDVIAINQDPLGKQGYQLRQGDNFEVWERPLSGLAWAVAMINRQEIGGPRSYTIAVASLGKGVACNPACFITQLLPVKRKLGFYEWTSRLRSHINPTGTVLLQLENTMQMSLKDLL
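Inhibition or activation of alpha-galactosidase in human spleen homogenate is scored by 4-MU fluorescence after 40 min at 37C, pH 5.0, with 1 mM substrate. AC50s come from concentration-response fitted to the Hill equation.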
GAA glycogen: alters human alpha-glucosidase cleavage of glycogen | recombinant GAA, glycogen substrate, Amplex Red glucose oxidase fluorescence | Potency, µM (highest dose often 76.4 µM), without a hit: at the top dose activity change, negative = inhibition, usual class: inhibitors | 300,000 tested, 0.38% active;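 further: 0% = full enzyme reaction and -100% = no-enzyme basal signal; the screen sought inhibitors and activators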
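Natural-substrate format: glycogen cleavage by 4 nM human enzyme, glucose read by Amplex Red coupling (Ex 573, Em 610 nm). Normalized to enzyme and no-enzyme controls.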
The depositor's hits bear a star; ? = inconclusive; / = no result given; [ ] = another dose, or the depositor's remark. Unless noted, the call rests on the fitted dose curve; in most records, active means well fitted curve in the direction sought with a large enough effect; inconclusive means small, poorly fitted or top-dose-only effect, or another doubt; inactive means no such curve, though single readings can be large; an effect the other way counts as inactive or inconclusive. Potency means the concentration at half of the fitted maximal effect. This is a subset; the hit share may differ from the screen's.

Each structure is followed by: SMN2 splice up	GAA inh	aGlu spleen mod	ALDH1A1 block	JMJD2E inh	GoLoco inh red	GLA spleen mod	GAA glycogen
Cc1nn(-c2ccccc2)c(C)c1/C=N/NC(=O)c1cnccn1
    /	7.9%[15.4 µM]	-0.6%	7.5%	-3.8%	2.0%	-2.1%	-10.1%
Cc1ccc(C)c(NC(=O)CCN2CC(C)OC(C)C2)c1 (configuration not stated)
    -6.8%	-1.5%	-8.5%	9.8%	4.2%	9.6%	-2.8%	-10.7%
O=C(CSCc1ccccc1)N/N=C/c1cc2c(cc1Br)OCO2
    -49.5%[inhibitor]	-1.1%	-11.0%	?	-6.1%	11.3%	0.7%	-3.7%
C/C=C(/C)C#N
    -36.6%	/	3.2%	9.0%	/	7.3%	2.3%	/
COC(=O)CN1C(=O)Nc2ccc(Br)cc2C1c1ccccc1Cl (configuration not stated)
    5.6%	-3.5%	-6.9%	6.1%	10.9%	-9.6%	-1.6%	-13.6%
CCC(O)(c1ccc(OC)cc1)C(CN1CCOCC1)c1ccccc1 (configuration not stated)
    -1.7%	-2.6%	-3.2%	-0.3%	-1.9%	8.6%	3.9%	1.7%
COC(C[C@H](O)[C@@H](C)[C@@H](O)COCc1ccccc1)OC
    /	/	-5.2%	/	3.7%	7.9%	-2.5%	11.7%
CC(C)(C)c1ccc(OCC(=O)N/N=C/c2ccsc2)cc1
    /	?	-9.5%	7.5%	-0.1%	/	-1.1%	-8.9%
COc1ccc(N2CCN(c3ccc(N)cc3C#N)CC2)cc1
    3.2%	1.4%	-6.8%	-13.0%	-20.6%	3.5%	1.8%	?
CCOC(=O)C1CCN(S(=O)(=O)c2c(C)n[nH]c2C)CC1
    -0.3%	-5.4%	3.7%	9.8%	4.5%	1.8%	2.4%	2.4%
Cc1onc(-c2ccccc2)c1C(=O)Nc1ccc2c(C)cc(=O)oc2c1
    1.3%	?	-0.5%	?	?	15.7%	20.4%	6.5%
COc1ccc(NC(=O)CSc2nncn2C)cc1OC
    3.3%	-7.6%	7.5%	10.1%	3.9%	13.3%	3.0%	-2.1%
CCCCCn1c2nc3ccccc3nc2c2c(=O)n(CC(C)C)cnc21
    13.1%	7.3%	-7.6%	?	?	3.9%	-18.9%	-2.5%
CCOC(=O)Cn1cc(C(=O)C(C)(C)C)c2ccccc21
    /	14.4%	0.5%	2.4%	4.2%	-3.9%	-1.9%	12.6%
Cc1ccc(S(=O)(=O)N2CCC(=O)N(C(COCc3cccc(C)c3)C(C)C)CC2)cc1 (configuration not stated)
    -14.5%	0.4%[15.4 µM]	1.4%	-8.3%	10.8%	-0.5%	0.1%	-9.2%
O=C(NCc1nnc(SC/C=C/c2ccccc2)o1)c1ccco1
    -33.1%	-12.1%	-4.1%	?	-0.7%	26.4%	-2.2%	1.7%
Cc1ccccc1NC(=O)Nc1ccccc1C(=O)NCc1ccccc1
    4.1%	-1.9%	2.0%	6.4%	?	2.1%	7.1%	-13.4%
Nc1cccc2nc3ccccc3cc12
    10.1%	?	?	?	?	4.9%	?	3.3%
Cc1ccc(C(=O)n2nc(-n3cccc3)c3c(C)cc(C)nc32)cc1
    -12.2%	2.4%	-4.0%	-4.5%	2.4%	9.6%	-6.6%	3.1%
CN(C)/C=C(/C(=O)c1ccc(Cl)cc1)S(=O)(=O)c1ccccc1
    -5.4%	-2.2%	-1.6%	?	9.5%	1.1%	-0.3%	25.3%
COc1ccc(NC(=O)CCCc2c[nH]c3ccccc23)cc1OC
    -2.1%	-2.2%	-2.1%	-1.1%	9.8%	0.2%	-3.7%	9.8%
O=C1NCCN1Cc1ccccc1F
    7.3%	-13.8%[15.4 µM]	-4.9%	?	?	33.0%[activator]	0.8%	16.7%
CC[n+]1c(-c2ccc(C)cc2)csc1Nc1c(C)n(C)n(-c2ccccc2)c1=O
    -33.5%[inhibitor]	1.5%	-2.9%	14.3%	1.7%	5.4%	-3.6%	-4.7%
COC(=O)N1C(c2ccccc2)=Cc2ccccc2C1CC(C)=O (configuration not stated)
    16.3%[9.22 µM]	/	15.3%[17.4 µM]	-5.2%[13.5 µM]	-25.6%[11.4 µM]	4.0%[14.2 µM]	0.4%[17.5 µM]	/
OCCn1c(SC2CCCCC2)nc2ccccc21
    -15.3%	-4.5%	0.0%	0.4%	-1.7%	5.0%	0.5%	5.8%
CC(=O)OCC#CCSc1nc2ccccc2n1C
    12.0%	-5.8%	6.2%	12.6%	-5.1%	-3.8%	6.2%	-4.9%
Cc1cc(NC(=O)c2ccc([N+](=O)[O-])cc2)n(C)n1
    /	-6.2%	-6.5%	2.2%	-17.7%	12.2%	-6.5%	/
COc1ccc(CCNC(=O)Cn2c(=O)cnc3ccccc32)cc1
    -6.4%	-1.4%	2.7%	?	?	-6.0%	2.8%	-7.1%
CCOC(=O)c1c(CSc2nc(C)cc(C)c2C#N)n(C)c2cc(Br)c(OC(C)=O)cc12
    -59.2%[inhibitor]	-7.4%	-0.4%	-0.1%	7.9%	1.3%	0.3%	1.0%
CN(C)S(=O)(=O)c1ccc(NC(=O)c2ccc([N+](=O)[O-])cc2)cc1
    /	/	-1.6%	/	-4.8%	2.3%	3.0%	3.0%
Fc1ccc(C2CC(c3ccccc3)Nc3ncnn32)cc1 (configuration not stated)
    -7.1%	-5.1%	-2.3%	-1.6%	8.5%	-14.7%	-0.6%	5.1%
CCOC(=O)c1c(NC(=O)CN2C(=O)NC3(CCC(C)CC3)C2=O)sc(C)c1-c1ccc(C)cc1 (configuration not stated)
    -8.9%	10.5%	4.6%	5.8%	-4.8%	-3.3%	3.3%	-1.2%
COc1cccc(CNC(=O)CCC2CCCN(Cc3cc4ccccc4o3)C2)c1 (configuration not stated)
    -39.4%[inhibitor]	?	-3.1%	-1.1%	-5.5%	5.0%	3.7%	15.0%
CC1CCN(S(=O)(=O)c2ccc3nc(-c4ccccn4)cc(C(=O)NCCN(C)Cc4ccccc4)c3c2)CC1
    5.1%	-0.9%	6.5%	-6.4%	8.5%	11.3%	0.8%	11.6%
Cc1ccc(NC(=S)N(CCCN2CCCC2)Cc2cccn2Cc2ccc(Cl)cc2)cc1
    -65.9%[inhibitor]	-18.2%	1.7%	-3.3%	-0.7%	7.3%	-1.5%	-18.8%
CC(C(=O)N1CCOCCOCCOCCOCCOCC1)N1C(=O)c2ccccc2C1=O (configuration not stated)
    0.3%	-1.8%	/	-2.0%	1.3%	9.7%	-1.6%	-10.4%
CCC(=O)Nc1nc2c(c(=O)[nH]1)CCCC2
    13.4%	-3.0%	/	-11.6%	-1.2%	1.3%	-3.0%	2.6%
O=C(CSC1CC(=O)N(c2ccc(C(=O)O)cc2)C1=O)Nc1ccc(Cl)cc1 (configuration not stated)
    -1.5%	10.5%	1.4%	-7.1%	0.9%	0.2%	-0.4%	-5.1%
CC(=O)NC(CCS(C)(=O)=O)C(=O)Nc1c(C)cccc1C (configuration not stated)
    0.7%	3.7%	-18.2%	-3.4%	6.4%	9.9%	-2.0%	10.6%
O=C(CN1CC(=O)Oc2ccccc21)OCC(=O)c1cccc(Br)c1
    10.4%	5.4%	-3.1%	?	?	5.6%	11.6%	8.84µM*
CN(C)c1ccc([C@@H]2[C@@H]([N+](=O)[O-])[C@H]3C=Cc4ccccc4N3[C@H]2C(=O)c2ccc(Cl)cc2)cc1
    -16.9%	-10.3%	-24.3%	?	-9.5%	75.7%[activator]	0.6%	-21.9%
NS(=O)(=O)c1ccc(CCNC(=O)c2cc(-c3ccccn3)nc3ccc(Br)cc23)cc1
    /	-1.1%	8.7%	-3.4%	0.1%	16.8%	3.7%	-6.1%
O=C(Oc1ccc2c(c1)OCO2)c1ccncc1
    -8.1%	-3.3%	8.1%	12.5%	-4.9%	-16.4%	12.8%	?
O=C(Nc1ccccc1N1CCOCC1)c1cccnc1Cl
    -20.0%	2.6%	4.3%	3.9%	-0.7%	1.4%	7.1%	0.3%
CC(=O)c1c(C)[nH]c(C(=O)OCc2ccc(F)cc2Cl)c1C
    -44.0%[inhibitor]	-3.5%	3.6%	1.0%	8.5%	-7.0%	6.6%	2.0%
CC(C)(CO)Nc1nc(Nc2ccccc2)nc(Nc2ccccc2)n1
    10.6%	-4.7%	7.0%	-6.5%	1.4%	7.3%	-3.4%	-6.6%
COc1cc2c(cc1OC)C(C(=O)Nc1ccc3c(c1)OCCO3)C1c3ccccc3CCN1C2=O (configuration not stated)
    -14.8%	3.7%	-2.5%	-7.5%	3.1%	2.7%	4.5%	-3.6%
O=C(CSc1nccn1-c1ccc(F)cc1)Nc1ccc2c(c1)OCO2
    -5.5%	4.0%	-0.4%	?	-22.6%	-5.1%	3.1%	9.4%
CCN(CC)c1ccc(NC(=O)C2CC(=O)N(Cc3ccccc3)C2)cc1 (configuration not stated)
    -9.2%	-3.4%	-0.2%	?	-10.3%	5.3%	-5.0%	12.5%
Cc1ccccc1OCCN1C(=O)NC2(CCc3ccccc32)C1=O (configuration not stated)
    -7.8%	-5.7%	-0.6%	3.5%	-3.7%	6.8%	-14.2%	2.4%
CCOc1ccc(Cc2nn[nH]n2)cc1
    -25.6%	1.2%	-1.7%	-8.8%	5.3%	4.4%	-1.7%	6.9%

As entered above:
ALDH1A1 block with CC(=O)NC(CCS(C)(=O)=O)C(=O)Nc1c(C)cccc1C (configuration not stated) → -3.4%
aGlu spleen mod with Cc1ccc(S(=O)(=O)N2CCC(=O)N(C(COCc3cccc(C)c3)C(C)C)CC2)cc1 (configuration not stated) → 1.4%
